# Tau fluor counter = counter-screen for tau fibril formation inhibitors. 0.93% of 280,000 active. tau K18 P301L (four-repeat tau fragment) Alexa594 fluorescence, heparin fibrillization. AID 1463. Potency, µM (doses to about 57.7 µM), inactives show at the highest dose activity change, negative = decrease; note: % is set by controls: 0 for no effect and ±100 for the full control effect; nearly all actives have a fitted effect of over 55% in size
#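 Human K18 P301L tau (15 uM unlabeled plus 0.24 uM Alexa 594-labeled, final) in 100 mM sodium acetate pH 7 was mixed with compound and 20 uM heparin and incubated 6 hr at 37 C.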
# Epigenetic reg = derepresses silenced GFP reporter in murine cells; murine LDR cells, GFP reporter derepression, 30 h; Potency, µM (series often up to 53.9 µM), inactives show at the top dose GFP activation, usual class: activators; 0.2% of 280,000 active; AID 1865; note: % of control where 0% means no effect; nearly all actives have a fitted effect of over 60% in size
#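 Murine LDR cells bearing a silenced CMV-driven GFP reporter were exposed to compound for 30 h at 37 C. After PBS washes, GFP-positive cells (20-120 um objects) counted by laser-scanning microplate cytometry.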
# Active calls of the source: *; ? = inconclusive. Calls come from the whole dose curve; as a rule, active = well fitted curve in the direction sought with a large enough effect; inconclusive = small, poorly fitted or top-dose-only effect, or another doubt; inactive = no such curve, though single readings can be large; an effect the other way counts as inactive or inconclusive. Potency is the fitted concentration of half-maximal effect.
SMILES,Tau fluor counter,Epigenetic reg
COc1cccc(N2CC(NC(=O)c3ccc(S(=O)(=O)N4CCOCC4)cc3)CC2=O)c1 (centres undefined),-1.4%,2.8%
CCOc1cc2[nH]c(=O)n(CCCCC(=O)N3CCN(c4ccc(OC)cc4)CC3)c(=O)c2cc1OCC,-16.6%,-1.3%
CCC(=O)N1c2ccccc2CC1C(=O)NCCc1ccc(OC)cc1OC (centres undefined),-3.4%,-4.3%
Cc1ccc(C)c(N2CCN(C(=O)Nc3cn(CC(C)C)c(=O)c4ccccc34)CC2)c1,-16.7%,1.3%
CCOc1ccc(C(=O)NCCc2csc(-c3ccc(C(F)(F)F)cc3)n2)cc1OCC,-11.2%,0.8%
CC(C)(C)OC(=O)N1CCC(c2c(C(=O)NCc3ccco3)cnn2-c2ccccc2)CC1,-12.3%,-0.4%
COC(=O)CCNC(=O)N1CCN(c2nnc(C)c3c(C)n(-c4ccc(Cl)cc4)nc23)CC1,6.1%,0.0%
Cc1cccc(NC(=O)CSc2nc(-c3ccccc3)cn2-c2ccccc2)c1C,-16.9%,1.3%
O=C(CN1C(=O)C2(SCC(=O)N2c2ccccc2)c2ccccc21)NCCc1ccccc1 (centres undefined),-5.3%,1.1%
CCc1cccc(NC(=O)Cn2c(=O)n(Cc3ccccc3)c(=O)c3c2c2cc(OC)ccc2n3C)c1,-3.5%,-0.2%
CCOc1ccccc1NC(=O)Cn1c(=O)oc2cc(S(=O)(=O)NCc3ccccc3)ccc21,-8.8%,0.0%
COc1cccc(C(=O)c2cn(CC(=O)Nc3cccc(Cl)c3C)c3nc(C)ccc3c2=O)c1,-13.1%,5.1%
Cc1cc(C)cc(-n2ccnc2SCC(=O)Nc2nnc(C)s2)c1,0.0%,1.1%
CCOc1ccc(CNS(=O)(=O)c2cc3c(cc2C)NC(=O)CO3)cc1,-12.7%,-3.4%
Cc1ccccc1CCNC(=O)c1cc2ccccn2n1,-7.4%,-0.6%
CCNC(=O)c1ccc2nc(CCc3ccccc3)oc2c1,-5.4%,1.1%
COCCc1nn2c(=O)cc(COC(=O)c3cccs3)nc2s1,0.1%,1.5%
Cc1nc2ccccn2c(=O)c1NC(=O)c1cccc(F)c1,-5.8%,-2.5%
Cc1cc(F)ccc1NC(=O)Cn1c(=O)ccc2cc(S(=O)(=O)N3CCC(C)CC3)ccc21,-4.2%,2.2%
CCC(=O)N1CCc2cc(CNS(=O)(=O)c3c(C)cc(C)cc3C)ccc21,-19.8%,3.8%
COc1cccc(OCC(=O)Nc2nnc3n2CCS3)c1,-4.1%,1.1%
CCOc1ccc(N2CC(NC(=O)c3ccco3)CC2=O)cc1 (centres undefined),-3.8%,2.4%
Cc1ccccc1CNc1nc(N(C)C)nc2c1cnn2C,-10.0%,-3.8%
O=C(Cn1cc(C(=O)c2ccncc2)c(=O)c2cc(F)ccc21)Nc1ccc(Cl)cc1,-28.9%,5.9%
Cn1ccc2cc(S(=O)(=O)N3CCC(C(=O)NCCc4ccccc4)CC3)ccc21,-1.0%,2.8%
CC(=O)Nc1ccc(Nc2ncnc3c2cnn3C)cc1,3.7%,-1.0%
O=C(NCc1ccc(F)cc1)C1CCN(S(=O)(=O)c2ccc3c(c2)CCCN3C(=O)C2CCC2)CC1,-3.1%,1.1%
COc1ccc(NC(=O)Cn2c(=O)n(Cc3nc(-c4ccccc4)no3)c(=O)c3cc4c(cc32)OCO4)cc1Cl,-24.7%,-0.7%
COCCCNC(=O)c1cc(-c2ccc(OC)cc2)nc2n[nH]c(-c3ccc(Cl)cc3)c12,4.8%,-1.0%
CCOC(=O)c1cc(S(=O)(=O)Nc2c(C)cc(C)cc2C)[nH]n1,-11.4%,-2.5%
CC(=O)N1CCc2c(sc3c2c(=O)n(-c2ccccc2Cl)c(=O)n3Cc2cccc(C)c2)C1,0.3%,0.0%
Cc1ccc(N2CC(NC(=O)c3ccco3)CC2=O)cc1C (centres undefined),3.5%,4.1%
Cc1ccc(Cn2c(CN3CCC(C(=O)NCCc4ccccc4)CC3)cc3ccccc32)cc1,-10.9%,0.0%
CCC(C)NC(=O)Cn1c(=O)n(-c2ccc(Cl)c(Cl)c2)c(=O)c2c(C)c(C(=O)N(CC)CC)sc21 (centres undefined),-10.9%,-1.3%
O=C(CCCc1ccccc1)NC1CC(=O)N(c2ccc(Cl)cc2)C1 (centres undefined),-17.3%,0.0%
COc1cc(C(=O)Nc2ccc(OCc3cc(=O)n4ccc(C)cc4n3)cc2)cc(OC)c1OC,-3.0%,9.0%
COc1cccc(-n2c(SCc3ccccc3C)nc3c([nH]c4ccccc43)c2=O)c1,-16.1%,2.5%
Cn1cccc1-c1cc2n(n1)CCC(=O)N2CCCC(=O)NCc1ccc(F)cc1,-10.5%,1.7%
CCOC(=O)c1ccccc1NC(=O)CSc1nc(=O)[nH]c2c1CCCC2,-18.0%,-0.1%
CCC(C)NC(=O)CSc1nc2n[nH]c(C)c2c(=N)n1-c1ccc(C)c(Cl)c1 (centres undefined),1.4%,-1.1%
CCOC(=O)c1ccc(NC(=O)c2ccc3c(c2)c(C)c(C)n3Cc2ccc(F)cc2)cc1,-29.6%,-2.0%
CC(=O)N1c2ccccc2CC1C(=O)N1CCN(c2cccc(C)c2C)CC1 (centres undefined),-4.4%,-5.2%
Cc1c(CCNC(=O)c2ccc(Br)o2)sc2nc(-c3ccc(Cl)cc3)nn12,-26.3%,0.2%
N#Cc1ccccc1Cn1c(SCC(=O)NCc2ccccc2)nc2ccccc21,-13.5%,-2.3%
O=C(C1CCC1)N1CCCc2cc(S(=O)(=O)N3CCN(c4cccc(Cl)c4)CC3)ccc21,-13.1%,0.8%
CCCCOc1ccc(S(=O)(=O)n2nc(C)c(S(=O)(=O)N3CCCCCC3)c2C)cc1,13.1%,-1.7%
O=C(Nc1ccc(C(=O)OCc2cc(=O)n3c4c(sc3n2)CCCC4)cc1)c1cccc(F)c1,-24.1%,-3.0%
CCc1ccccc1NCc1nnc2n1CCCCC2,-0.6%,-2.1%
Cc1ccc(NC(=O)Cn2c(=O)n(Cc3nc(-c4ccccc4)no3)c(=O)c3ccccc32)c(C)c1,-20.9%,?
CCOc1ccc(CCNC(=O)c2ccc3nc(CC)c(CC)nc3c2)cc1,0.3%,-0.5%
CCOc1ccc(CNS(=O)(=O)c2c(C(=O)N3CCC(C)CC3)c(C)n(C)c2C)cc1OC,2.0%,-3.4%
O=C(NCCCN1CCN(c2ccccc2)CC1)c1ccc2nc(CCc3ccccc3)oc2c1,-20.6%,1.7%
CC(=O)c1ccc(NC(=O)C2CCCN(S(=O)(=O)c3ccc4c(c3)CCCN4C(C)=O)C2)cc1 (centres undefined),-16.1%,0.8%
O=C(Nc1cc(Cl)cc(Cl)c1)c1ccc2c(c1)N(Cc1cccc(Cl)c1)C(=O)c1ccccc1S2=O (centres undefined),-14.3%,-1.1%
O=C(CN1C(=O)CCn2nc(-c3ccccc3)cc21)NCc1ccccc1,-12.2%,-1.3%
COc1cccc(CNC(=O)Nc2cn(CC(C)C)c(=O)c3ccccc23)c1,-15.4%,-0.4%
CCN(C(=O)CSc1nc2n[nH]c(C)c2c(=N)n1-c1cccc(OC)c1)c1cccc(C)c1,?,2.4%
COc1ccc(NC(=O)c2cc(C3CC3)nc3c2c(C)nn3-c2ccc(C)cc2)cc1OC,?,0.0%
CCOc1ccccc1CNC(=O)c1ccc2c(c1)nc1n2CCCCC1,3.9%,6.5%
Cc1c(C(=O)N2CCC(C)CC2)c(S(=O)(=O)NCc2ccc(Cl)cc2)c(C)n1C,0.1%,?

# The list goes on.
SMILES,Tau fluor counter,Epigenetic reg
COc1ccc(CNC(=O)CSc2ncc3c(n2)-c2cc(Cl)ccc2N(C)S3(=O)=O)cc1,-14.5%,3.5%
CN(C(=O)CSc1nc2ccccc2n1Cc1cccc(C(F)(F)F)c1)c1ccccc1,-13.3%,-3.0%
CC(C)c1ccc(NC(=O)CSc2nc(=O)n(Cc3ccccn3)c3c2CCC3)cc1,-4.2%,2.4%
Cc1ccc(C(CC(=O)Nc2ccc(F)c(Cl)c2)N2Cc3ccccc3C2=O)cc1 (centres undefined),5.5%,4.1%
O=C1Cc2cc(S(=O)(=O)N3CCCCC3)cc3c2N1CCC3,-7.0%,2.1%
CCOc1ccc(C(=O)Nc2ccc(C(=O)OCc3cc(=O)n4nc(CC)sc4n3)cc2)cc1,2.6%,-4.3%
COc1cc(OC)c(NC(=O)c2c(C)oc3ncnc(N4CCCCC4)c23)cc1Cl,-8.6%,-1.3%
COc1cc(Cl)c(C)cc1NC(=O)c1cc2ccc3cccnc3c2[nH]1,-10.1%,2.5%
COc1ccc(Cl)cc1NC(=O)c1cc(C)nc2c1c(C)nn2-c1ccccc1,-16.9%,2.2%
COC(=O)c1ccc2c(=O)n(CCCCCC(=O)N3CCN(c4ccc(OC)cc4)CC3)c(=O)[nH]c2c1,-20.7%,-1.3%
CSCCC(NS(=O)(=O)c1ccc2c(c1)oc(=O)n2C)C(=O)N1CCN(c2cc(C)ccc2C)CC1 (centres undefined),-9.9%,-1.1%
Cc1ccc(C)c(CN2CCC(CNC(=O)c3cc4ccc5cccnc5c4[nH]3)CC2)c1,-15.8%,-0.4%
COc1ccc(CC(=O)NCc2ccc3c(c2)CCN3C(C)=O)cc1,4.9%,-0.5%
CCOC(=O)N1CCN(S(=O)(=O)N2CCCC(C(=O)NCc3cc(OC)ccc3OC)C2)CC1 (centres undefined),-3.6%,0.0%
Cc1ccc(CNC(=O)c2ccccc2NC(=O)c2nsc3ccccc23)cc1,-11.9%,3.2%
O=C(CSc1ncc2c(n1)-c1ccccc1N(Cc1ccc(Cl)cc1)S2(=O)=O)c1ccc(Cl)cc1,-9.5%,5.8%
CCN(C(=O)Cn1nc2c3cc(F)ccc3n(Cc3cccc(C)c3)cc-2c1=O)c1cccc(C)c1,4.1%,1.1%
COc1ccc2c(c1)c1c(c(=O)n(-c3cc(Cl)ccc3C)c(=O)n1CC(=O)N1CCCC1)n2C,-1.8%,-2.1%
COc1ccc(CNC(=O)c2cnc(N3CCOCC3)c3ccccc23)cc1,-11.8%,0.0%
Cc1cccc(N2CCN(S(=O)(=O)c3ccc(-c4cnc(C5CC5)o4)cc3)CC2)c1C,-3.0%,0.8%
COc1ccc(C(=O)N(c2ccc(C)cc2)S(=O)(=O)c2ccc(C)cc2)cc1,-23.6%,3.2%
Cc1nn(-c2ccccc2)c2c1N(CCCC(=O)NCc1ccc(Cl)cc1)C(=O)CS2,-15.2%,0.0%
COc1ccc(C)cc1NC(=O)c1ccc2c(c1)nnn2C1CCCC1,-27.9%,3.8%
COC(=O)c1c(NC(=O)CS(=O)(=O)c2ccc(C)cc2)sc2c1CCCC2,-16.9%,1.4%
CCc1ccc(NS(=O)(=O)c2ccc(C(=O)N(C)C)s2)cc1,-3.5%,3.7%
O=S(=O)(Nc1ccc(-c2ccc(N3CCCC3)nn2)cc1)c1cc(F)ccc1F,-22.2%,0.0%
COc1ccc(-c2onc(C)c2C)cc1S(=O)(=O)N(C)Cc1ccccc1,?,-6.7%
CC(=O)N1CCCc2ccc(NC(=O)c3ccc(C(F)(F)F)cc3)cc21,-8.7%,3.7%
Cc1cccc(NC(=O)c2cc3c(=O)n(Cc4cccnc4)ccc3nc2C)c1,-6.1%,0.0%
CC1Cc2cc(S(=O)(=O)CCC(=O)Nc3ccccc3F)ccc2N1C(=O)C1CC1 (centres undefined),3.9%,0.7%
Cc1ccc(CCNC(=O)CCS(=O)(=O)c2ccc3c(c2)oc(=O)n3C)cc1,-4.3%,2.5%
CCCn1ccc2c(OCC(=O)NCc3ccc(F)cc3)cccc2c1=O,-14.6%,-1.0%
COc1ccccc1C(=O)Nc1c(C(=O)N(CCN(C)C)Cc2ccco2)oc2ccccc12,-26.6%,0.0%

# This is a subset (hit frequency here may not be typical).
